Bioassay records from PubChem.
AP ELISA ortho – alternative pathway complement inhibition, orthogonal assay. AID 1235. Human serum alternative complement pathway, LPS-coated ELISA, C3 deposition; tested in compound mixtures. inhibition, % at 5 µM. 62,000 compounds, 0.08% hits;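 active means inhibition above 30% in each of the two pooled mixtures holding the compound, so the lower value exceeds 30%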;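 further: 0% = serum in Mg-EGTA without compound and 100% = EDTA serum blank; some compounds past the cut are filed as inactive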
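Medium: diluted human serum in Mg2+-EGTA GVB++. Assay system: human serum complement alternative pathway, C3 deposition onto LPS. Also added: Plate-bound LPS. Technique: Anti-C3 ELISA, OD 450 nm. Measure: percent inhibition. Incubation: 1 h at 37 °C. Dosing: 5 µM each compound, pools of ten, 50 µM per pool.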
D1 mod – allosterically modulates the human D1 dopamine receptor | 58,000 compounds, 5.9% hits | HEK293 D1, CRE-luciferase, dopamine EC30 potentiation; actives deviate in either direction | B-score at 10 µM;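 active means luminescence count or its row- and column-corrected plate score outside the 99.7% band of the plate's sample wells, on either side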
Cdc25B inh – human M-phase inducer phosphatase 2 inhibition; inhibition, %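 (compounds tested at 10 µM final in the well)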; recombinant Cdc25B, OMFP fluorescence Ex485/Em525; 65,000 compounds, 0.1% hits; in the data active means inhibition above about 50%
CatB mixtures – inhibitors of human cathepsin B in compound mixtures; P07858; Purified cathepsin B, AMC dipeptide fluorescence; 62,000 compounds, 0.06% hits; inhibition, %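 (ten-compound pools at 5 µM per compound and 50 µM total)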; in the data active means inhibition above about 22%, passing the limit was not always enough;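 further: 0% = enzyme without compound and 100% = no enzyme blank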
Hsp90 inh – displaces geldanamycin probe from tumor Hsp90. NCI-N417 lysate Hsp90, Cy3B-geldanamycin FP displacement. inhibition, % at 30 µM. 64,000 compounds, 0.35% hits. AID 429;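 active means inhibition above 50%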;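 further: 0% = tracer plus lysate wells and 100% = tracer alone without lysate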
Ec RNAP inh – Escherichia coli RNA polymerase inhibition; inhibition, %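 (tested at 10 µM)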; E. coli RNA polymerase, fluorescence transcription assay; 62,000 compounds, 0.2% hits; AID 559; in the data active means inhibition above about 20%;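 further: 0% = enzyme without compound and 100% = no enzyme blank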
DUSP1 inh – human dual specificity phosphatase 1 inhibition; recombinant MKP-1, OMFP hydrolysis fluorescence; 65,000 compounds, 0.15% hits; inhibition, %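 (compounds tested at a single concentration somewhere between 10 and 100 µM)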; P28562;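 active means inhibition above about 50%, limit read from the data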;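 further: 0% = DMSO max control wells and 100% = wells with enzyme stopped by NaOH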
tolC growth inh – E. coli tolC mutant growth inhibition | E. coli BW25113 tolC mutant growth, OD615 | growth inhibition, % at 10 µM (by protocol) | 65,000 compounds, 2.2% hits;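 active means growth inhibition at or above a cutoff equal to the mean over every tested compound plus 3 SD, cut at about 60% in these data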;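 further: growth measured after 20 h incubation at 37 °C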
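Test system – E. coli BW25113 ΔtolC::kan, tolC deletion mutant strain · Detection – OD at 615 nm · Buffer or medium – LB with kanamycin 50 µg/mL · Times – 20 h compound exposure of bacteria at 37 °C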
CatB inh – blocks human cathepsin B protease activity. 63,000 compounds, 0.1% hits. purified cathepsin B, fluorogenic substrate, fluorescence. P07858. inhibition, %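 (tested at 10 µM)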; in the data active means inhibition above about 21%;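 further: 0% = enzyme with no compound and 100% = no enzyme blank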
* hit, by the source's call; . = not tested or not shown.

structure,AP ELISA ortho,D1 mod,Cdc25B inh,CatB mixtures,Hsp90 inh,Ec RNAP inh,DUSP1 inh,tolC growth inh,CatB inh
CCN(CC)CCN1C(=O)C(=O)/C(=C(/O)c2ccc(OC)cc2)C1c1ccco1 (stereo not drawn),14,.,33,7,-7,11,-9,4,0
COC(=O)CC1=C(C)C(=O)CC2C(C)(C)CCCC12C (stereo not drawn),10,-0.082,-4,4,1,2,10,13,-3
CCOc1ccc(OCC)c(NC(=O)CN(C)S(=O)(=O)c2cccc3nsnc23)c1,10,1.6,-11,6,-2,0,4,26,-1
O=C(O)CC1=C(O)C(=O)N(c2ccccc2)C1c1ccccc1 (stereo not drawn),-1,.,2,4,2,10,-20,-4,2
COc1cccc(C2C(C(=O)c3cc4ccccc4o3)=C(O)C(=O)N2c2cc(C)on2)c1OC (stereo not drawn),-14,-0.51,6,3,-9,3,8,31,7
CC(C)CC(NS(=O)(=O)c1ccc2c(c1)oc(=O)n2C)C(=O)NCc1cccnc1 (stereo not drawn),15,-0.29,7,-1,0,-7,-2,-8,-1
COc1ccc(OCc2nnc3n2N=C(c2ccc(C)cc2)CS3)cc1,23,1.5,-18,3,-3,1,2,7,0
Cc1nc(-c2ccccc2O)n(S(=O)(=O)N(C)C)n1,8,5.5*,-8,-1,5,6,-5,-7,3
CCC(C)[C@H](NC(=O)NC1CC1)C(=O)O (stereo partly drawn),0,0.049,5,5,0,.,-18,-9,2
COC(=O)c1sc(N)c(C(=O)OC)c1COC(=O)C1CC(=O)N(Cc2ccco2)C1 (stereo not drawn),9,0.062,6,-1,-8,-8,19,-2,1
COc1ccc(NC(=O)CSc2nccc(C)n2)cc1,8,0.0044,-3,1,-4,8,-1,-6,6
COc1ccc(C(C(C(=O)c2ccco2)N2CCOCC2)N2CCOCC2)cc1 (stereo not drawn),-8,-0.04,-6,3,-1,6,-9,-8,2

Fetched by compound from above, 2 records:
structure,AP ELISA ortho,D1 mod,Cdc25B inh,CatB mixtures,Hsp90 inh,Ec RNAP inh,DUSP1 inh,tolC growth inh,CatB inh
CCN(CC)CCN1C(=O)C(=O)/C(=C(/O)c2ccc(OC)cc2)C1c1ccco1 (stereo not drawn),14,.,33,7,-7,11,-9,4,0
Cc1nc(-c2ccccc2O)n(S(=O)(=O)N(C)C)n1,8,5.5*,-8,-1,5,6,-5,-7,3

Going on with the list.
structure,AP ELISA ortho,D1 mod,Cdc25B inh,CatB mixtures,Hsp90 inh,Ec RNAP inh,DUSP1 inh,tolC growth inh,CatB inh
CC(=O)c1cccc(NC(=O)CN(Cc2ccccc2)S(C)(=O)=O)c1,3,0.14,-5,2,-2,5,-5,-1,6
NC(=O)c1cc2n(n1)C(C(F)(F)F)CC(c1ccco1)N2 (stereo not drawn),2,-0.17,-2,4,0,7,-9,-14,1
Cc1cc(C)n(-c2nnc(C)n2N)n1,-5,-0.032,-6,0,-2,6,-2,-1,10
Cn1c(=O)n(CCc2ccccc2)c(=O)c2c1ncn2Cc1ccccc1,.,.,10,.,-3,2,-19,18,5
Cc1nc(=S)n(-c2ccccc2)[nH]1,11,0.9,-2,5,-3,3,12,-18,-2
COc1cccc(C2CC(c3ccc(Cl)cc3Cl)n3nc(N)nc3N2)c1 (stereo not drawn),-1,.,-5,6,-1,-4,1,39,10
Cn1nccc1C(=O)c1ccc(Cl)cc1,13,0.2,-11,5,0,11,6,-18,1
CCOc1ccc(NC(=O)CN2CCN(CC(=O)Nc3cccc(F)c3)CC2)cc1,15,0.44,-5,5,-2,1,-5,-6,2
O=C(c1noc2c1CCCC2)N1CCN(c2ccccc2)CC1,5,-0.41,-7,2,-4,0,-15,1,1
O=C(COc1ccccc1)N1CCN(c2ncnc3c2cnn3-c2ccccc2)CC1,11,-1.9,-10,-2,-2,-2,14,6,3
COCCn1c(SCCN2CCOCC2)nc2c1c(=O)[nH]c(=O)n2C,22,-0.26,8,5,-1,1,5,-11,0
c1ccc2c(Cn3ccnc3)c[nH]c2c1,-5,-0.063,-9,3,-2,18,7,-8,6
C[C@H](C(=O)O)c1n[nH]c(=O)c2ccccc12,12,0.29,0,5,-3,.,-8,-17,2
O=C(NC1CCCC1)C(c1ccncc1)N(Cc1cccs1)C(=O)c1csnn1 (stereo not drawn),2,0.071,-4,-2,-5,4,12,-8,-1
N#CCCCSc1ncccc1-c1nc2ccccc2[nH]1,13,-1.6,-4,2,1,5,-2,-6,-2
COCCCNC(=O)C1CCCCN1S(=O)(=O)c1ccc(F)cc1 (stereo not drawn),13,0.12,2,4,-3,1,3,-18,2
O=C(Nc1ccc2c(c1)OCCO2)NC1(C(F)(F)F)Oc2ccccc2O1,11,-3*,-2,1,50,7,-10,7,0
COc1ccc(-c2c(C)nn3c(N4CCC(C(=O)NCCN(C)C)CC4)cc(C)nc23)cc1OC,12,-0.43,-22,2,0,6,2,1,3
CS(=O)(=O)N(CC(=O)Nc1ccc2c(c1)OCO2)Cc1ccccc1,5,-0.19,-9,4,-4,1,1,-5,3
O=C(CN1CCN(C(=O)c2cccc(F)c2)CC1)NC1CCCCC1,6,-0.14,-7,-1,-2,5,-5,-10,1
Cc1ccc(SC/C(O)=C(\C#N)c2nc3ccccc3s2)cc1,-9,-1.6,-2,-1,-2,11,12,83*,2
CCCN1CCCc2cc(CN)ccc21,2,0.014,38,6,80*,.,23,-8,2
CC1CC(C(F)(F)C(F)(F)F)n2nc(C(=O)O)cc2N1 (stereo not drawn),20,-0.38,-6,2,-4,8,11,-5,3
CS/C(=N\S(=O)(=O)c1ccc(N)cc1)NS(=O)(=O)c1cccs1,2,1.3,-12,5,.,7,-6,-6,1
COC(=O)[C@H](C)NC(=O)Nc1ccc(Oc2ccccc2)cc1,11,-0.42,2,-6,0,4,-10,-21,0
O=C(Cn1nnc(-c2ccncc2)n1)Nc1ccc2c(c1)CCC2,9,-0.66,-4,5,-6,11,8,9,-4
COc1ccc(-c2noc(CCC(=O)Nc3ccc4c(c3)OCCO4)n2)cc1,-3,-0.73,-6,-3,-5,-6,22,16,-1
COc1ccc(C2=NOC(Cn3c(Cc4ccc(Cl)cc4)nc4c3c(=O)n(C)c(=O)n4C)C2)cc1 (stereo not drawn),-6,2.1,-8,-2,-7,9,18,27,3
CCOC(=O)N1CCC(NC(=O)c2cc3c(-c4ccccc4F)nn(C)c3s2)CC1,12,0.11,1,44,-3,-2,4,-10,0
CN(C)C(=O)CSc1nnc(-c2cc(-c3cccs3)nc3ccccc23)o1,0,-1.4,-13,-5,-3,-2,38,0,-2
COC(=O)CC1Sc2ccccc2NC1=O (stereo not drawn),2,0.21,-2,7,2,6,6,-6,2
Cn1c(=O)c2c(-c3ccccc3)n(C3CCCCC3)cc2n(C)c1=O,17,4.3,-5,-2,-2,-6,0,-8,5
Cc1nc2sc(C(c3cccc(F)c3)N3CCN(C(=O)c4ccco4)CC3)c(O)n2n1 (stereo not drawn),-5,0.02,-1,2,-3,-5,-6,-8,1
CC(=O)c1cc(C)ccc1OC(=O)c1cccc2nc(C)oc12,0,-0.074,-15,-3,-1,3,-16,-7,6
Cc1ccc(/C=N/n2cnc3sc4c(c3c2=O)CCCC4)o1,-4,-0.4,-19,5,-4,8,2,57,8
CC(=O)Nn1c(COc2ccccc2C)nc2ccccc2c1=O,9,1.8,4,4,1,8,6,-25,3
COc1ccc(C(=O)NCc2n[nH]c(=S)n2-c2ccccc2)cc1OC,17,-0.23,-1,3,0,0,17,-10,-1
CCCCOCCCn1c(-c2ccco2)nc2nc3ccccc3nc21,8,-0.096,1,-8,-18,-6,41,43,-8
N=c1n(CCO)c2ccccc2n1Cc1ccc(Cl)cc1,-6,-0.95,-5,-1,-3,13,-2,7,1
CC(=O)c1ccc(OCC(O)CN2CC(C)OC(C)C2)cc1 (stereo not drawn),18,-0.39,-7,-11,0,7,3,-3,1
CCOc1cccc2cc(-c3csc(NC(=O)CCC(=O)N4CCN(C)CC4)n3)c(=O)oc12,15,2.1,-3,5,-4,0,0,12,0
O=C1CC(N2CCC(O)(c3ccc(Cl)cc3)CC2)C(=O)N1 (stereo not drawn),13,-0.4,-5,-1,-4,3,-1,-15,-3
Cc1ccoc1C(=O)NCCCNC(=O)c1occc1C,22,-0.2,-31,2,1,7,7,-10,-3
O=C(CCCSc1nc2sc3c(c2c(=O)[nH]1)CCC3)NCCCO,17,0.16,-11,1,-3,1,-3,-8,-2
CCc1nnc(NC(=O)C2CC(=O)N(Cc3ccco3)C2)s1 (stereo not drawn),5,-1.1,-17,-10,1,9,2,-18,0
CCOc1ccccc1C1C2C(=O)N(c3ccccc3)C(=O)C2ON1c1ccccc1 (stereo not drawn),-2,0.75,6,-2,4,9,-17,3,1
c1ccc(Cc2nnc3sc(-c4cccs4)nn23)cc1,6,11*,-5,-2,-9,-1,9,30,0
CCOCCn1c(CN2CCCCC2C)nc2c1c(=O)n(C)c(=O)n2C (stereo not drawn),17,0.16,3,1,-1,1,8,-8,-4
CCc1ccc(NS(=O)(=O)c2ccc3[nH]cc(C(=O)N4CCCCC4)c(=O)c3c2)cc1,-2,0.31,12,6,-2,8,14,35,9

15 of the compounds above, with values under each structure:
Results follow in this order: AP ELISA ortho | D1 mod | Cdc25B inh | CatB mixtures | Hsp90 inh | Ec RNAP inh | DUSP1 inh | tolC growth inh | CatB inh
CC(=O)c1cc(C)ccc1OC(=O)c1cccc2nc(C)oc12
  0 | -0.074 | -15 | -3 | -1 | 3 | -16 | -7 | 6
Cc1ccc(/C=N/n2cnc3sc4c(c3c2=O)CCCC4)o1
  -4 | -0.4 | -19 | 5 | -4 | 8 | 2 | 57 | 8
CC(=O)Nn1c(COc2ccccc2C)nc2ccccc2c1=O
  9 | 1.8 | 4 | 4 | 1 | 8 | 6 | -25 | 3
COc1ccc(C(=O)NCc2n[nH]c(=S)n2-c2ccccc2)cc1OC
  17 | -0.23 | -1 | 3 | 0 | 0 | 17 | -10 | -1
CCCCOCCCn1c(-c2ccco2)nc2nc3ccccc3nc21
  8 | -0.096 | 1 | -8 | -18 | -6 | 41 | 43 | -8
N=c1n(CCO)c2ccccc2n1Cc1ccc(Cl)cc1
  -6 | -0.95 | -5 | -1 | -3 | 13 | -2 | 7 | 1
CC(=O)c1ccc(OCC(O)CN2CC(C)OC(C)C2)cc1 (stereo not drawn)
  18 | -0.39 | -7 | -11 | 0 | 7 | 3 | -3 | 1
CCOc1cccc2cc(-c3csc(NC(=O)CCC(=O)N4CCN(C)CC4)n3)c(=O)oc12
  15 | 2.1 | -3 | 5 | -4 | 0 | 0 | 12 | 0
O=C1CC(N2CCC(O)(c3ccc(Cl)cc3)CC2)C(=O)N1 (stereo not drawn)
  13 | -0.4 | -5 | -1 | -4 | 3 | -1 | -15 | -3
Cc1ccoc1C(=O)NCCCNC(=O)c1occc1C
  22 | -0.2 | -31 | 2 | 1 | 7 | 7 | -10 | -3
O=C(CCCSc1nc2sc3c(c2c(=O)[nH]1)CCC3)NCCCO
  17 | 0.16 | -11 | 1 | -3 | 1 | -3 | -8 | -2
CCc1nnc(NC(=O)C2CC(=O)N(Cc3ccco3)C2)s1 (stereo not drawn)
  5 | -1.1 | -17 | -10 | 1 | 9 | 2 | -18 | 0
CCOc1ccccc1C1C2C(=O)N(c3ccccc3)C(=O)C2ON1c1ccccc1 (stereo not drawn)
  -2 | 0.75 | 6 | -2 | 4 | 9 | -17 | 3 | 1
c1ccc(Cc2nnc3sc(-c4cccs4)nn23)cc1
  6 | 11* | -5 | -2 | -9 | -1 | 9 | 30 | 0
CCOCCn1c(CN2CCCCC2C)nc2c1c(=O)n(C)c(=O)n2C (stereo not drawn)
  17 | 0.16 | 3 | 1 | -1 | 1 | 8 | -8 | -4
